PKA-R1A activ – PKA-R1A complex activation; P00514+P68181; PKA-R1A dissociation, Cy5-IP20 fluorescence polarization; scaled: DMSO 0%, 113 µM cGMP 100%; activation, % at 11.4 µM; 340,000 tested, 0.083% active;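 active = percent activation above the mean of all tested compounds plus 3 SD, cut at about 19% in these data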;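 also: higher means more PKAc released from R1A so a rise in polarization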
OPRM1-OPRD1 ag – agonists of human mu-delta opioid receptor heterodimerization; P35372+P41143; cells, OPRM1-OPRD1 heterodimerization, luminescence; activation, % at 9.3 µM; 340,000 tested, 0.3% active; AID 504326; in the data active = activation above about 18%;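 also: 0% = vehicle-treated cells and 100% = reference agonist; values of inactives mirror those of a sister screen read the other way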
Pemphigus Ab inh – blocks pemphigus antibody binding to human desmoglein-3; DSG3-coupled beads, scFv-anti-DSG3-GFP binding, flow cytometry; hits give low values; binding (percent of control), % at 10 µM; 310,000 tested, 0.48% active; AID 588358;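 active = binding more than 3 SD below its plate's average and above zero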;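 also: hits lower antibody fragment binding to DSG3; some compounds called inactive have numbers as strong as hits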
HTR5A ag ctr – HTR5A agonism, opioid heterodimer counter-screen. AID 504692. activation, % at 9.3 µM. 340,000 tested, 0.61% active. HTR5A agonist assay, luminescence, cell-based; in the data active = activation mostly above about 9.5%, no sharp cut-off; inactive = mostly below about 7.6%;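 also: 0% = cells with vehicle only and 100% = reference agonist; strong numbers were not always called active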
Target sequence (P47898 whole entry, looked up): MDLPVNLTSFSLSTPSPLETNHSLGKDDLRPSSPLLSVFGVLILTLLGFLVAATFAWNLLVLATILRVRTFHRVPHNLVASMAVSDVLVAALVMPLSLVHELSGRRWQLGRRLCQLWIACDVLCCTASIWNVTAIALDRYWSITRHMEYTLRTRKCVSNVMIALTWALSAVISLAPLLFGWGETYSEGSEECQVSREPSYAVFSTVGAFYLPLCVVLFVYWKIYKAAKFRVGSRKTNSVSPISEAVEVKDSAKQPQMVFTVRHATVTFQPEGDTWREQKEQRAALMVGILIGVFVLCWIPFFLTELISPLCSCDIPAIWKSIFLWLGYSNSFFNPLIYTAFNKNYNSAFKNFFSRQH
V-ATPase pHluor – yeast V-ATPase proton transport regulation by pHLuorin | S. cerevisiae, pHLuorin cytosolic pH fluorescence | response, % at 10 µM | 350,000 tested, 0.37% active | AID 504577; in the data active = response mostly above about 7.3%, no sharp cut-off; inactive = mostly below about 5.4%; also: actives read high; inactives centre near 0; some compounds called inactive have numbers as strong as hits; reference of the scale not given here
OPRM1-OPRD1 inv – inverse agonist of human OPRM1-OPRD1 heterodimerization | P35372+P41143 | AID 504357 | inhibition, % at 9.3 µM | cell-based MOR-DOR heterodimer luminescence, inverse agonism | 340,000 tested, 0.21% active; in the data active = inhibition above about 22%, passing the limit was not always enough;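 also: 0% = cells with DMSO and 100% = wells without cells with DMSO; values of inactives mirror those of a sister screen read the other way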
Arr AP2 block – human beta-arrestin and AP2 interaction inhibition; FITC-arrestin peptide / GST-AP2 beads, flow cytometry; AP2 beta2 appendage carries R879A mutation; inhibition, % at 10 µM; 340,000 tested, 0.31% active; AID 504490;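 active = inhibition above a set limit, near 3 SD of compounds lacking own fluorescence, cut at about 54% in these data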;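 also: plate controls were DMSO wells for no effect and 5 µM unlabelled arrestin peptide for full effect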
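Material – GST-tagged AP2 beta2-adaptin appendage (R879A) on 4 µm glutathione beads · Probe or stimulus – fluorescein-tagged arrestin peptide at 50 nM final · Timing – 12 min plus 1 h, RT · Detection – bead flow cytometry, FITC channel · Read-out basis – inhibition as reduced fluorescein signal on beads, percent · Medium – PBS plus Tween 20 (0.05%) and BSA (0.1%)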
HTR5A inv ag – counter-screen for OPRM1-OPRD1 inverse agonists: human HTR5A inverse agonism; inhibition, % at 9.3 µM; 340,000 tested, 0.083% active; HTR5A cell line, luminescence; P47898; AID 504634; in the data active = inhibition mostly above about 23%, no sharp cut-off; inactive = mostly below about 18%;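 also: 0% = cells with DMSO and 100% = no-cell wells with DMSO; some compounds called inactive have numbers as strong as hits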
PKA-R2B act – activators of human PKA-R2B complex | P22694+P31323 | PKA-R2B holoenzyme dissociation, Cy5-IP20 fluorescence polarization; R2B truncated from residue 108, S112A mutant; 0% DMSO only, 100% 113 µM cGMP | activation, % at 11.4 µM | 340,000 tested, 0.079% active | AID 504700;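 active = activation above a cutoff set at the mean over all compounds plus 3 SD, cut at about 18% in these data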;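 also: higher means more holoenzyme dissociation and a rise in polarization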
Target sequence (P31323 whole entry, looked up, other chains not shown, the tested form may be a part): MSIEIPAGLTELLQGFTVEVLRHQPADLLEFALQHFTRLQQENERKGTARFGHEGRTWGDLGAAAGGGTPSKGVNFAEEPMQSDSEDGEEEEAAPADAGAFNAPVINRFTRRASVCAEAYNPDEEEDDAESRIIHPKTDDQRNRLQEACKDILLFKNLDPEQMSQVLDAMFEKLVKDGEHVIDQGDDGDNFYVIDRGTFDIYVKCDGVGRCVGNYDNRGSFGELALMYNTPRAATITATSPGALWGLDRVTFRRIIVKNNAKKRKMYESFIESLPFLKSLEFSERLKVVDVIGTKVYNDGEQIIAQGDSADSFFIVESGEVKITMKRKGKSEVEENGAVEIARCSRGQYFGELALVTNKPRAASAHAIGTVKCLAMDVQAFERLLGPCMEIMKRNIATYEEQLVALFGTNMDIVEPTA
DAGLB inhibitor – blocks human DAGLB lipase activity | Q8NCG7 | HEK293T DAGLB membrane lysate, EnzChek fluorogenic substrate | inhibition, % at 5.17 µM | 340,000 tested, 0.059% active; in the data active = inhibition above about 34%;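 also: 0% = enzyme with vehicle and 100% = wells lacking enzyme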
Active calls of the source: *; nt = not tested or not shown. Rows were taken by chance; 2.4% or so of the library scored in one or more.

Order of values – PKA-R1A activ	OPRM1-OPRD1 ag	Pemphigus Ab inh	HTR5A ag ctr	V-ATPase pHluor	OPRM1-OPRD1 inv	Arr AP2 block	HTR5A inv ag	PKA-R2B act	DAGLB inhibitor
COc1ccccc1C(=O)N/C(=C/c1ccc2c(c1)OCO2)C(=O)Nc1ccc(C(=O)O)cc1
 : -3	-1.4	nt	-1	-4	9	6	29	-8	-3
O=C(Nc1ccc(C2CC2(Cl)Cl)cc1)c1ccccc1Br (configuration not stated)
 : 7	-1.4	97	1	0	9	6	-3	3	-7
O=C(O)CCCCN1C(=O)/C(=C\c2ccc(OCc3ccccc3)c(OCc3ccccc3)c2)SC1=S
 : -12	-4.3	100	1	-5	14	-3	-7	-3	-4
Cc1noc(C)c1COC(=O)CCN1c2ccccc2Sc2ccccc21
 : 10	2.9	nt	-8	-4	-17	-8	21	-4	-9
Cn1c(=O)cc(SCC(=O)NCc2ccc(F)cc2)c2ccccc21
 : 4	-3.8	106	0	-3	18	-4	-1	4	1
O=C(Nc1nccs1)c1cc(-c2ccco2)nc2ccccc12
 : -2	-0.5	93	-1	5	3	-6	16	-4	4
COc1ccc(N2C(=NC(=O)C3CCCCC3)SC3CS(=O)(=O)CC32)c(OC)c1 (configuration not stated)
 : 0	-0.9	102	2	1	5	-7	-7	-5	-1
O=C(/C=C/c1ccco1)NCC1COc2ccccc2O1 (configuration not stated)
 : 19*	-1.9	nt	2	0	10	-3	-6	8	6
CCCOc1ccc(C2C(=O)N(C3CCCCCC3)CC(=O)N2Cc2ccco2)cc1OC (configuration not stated)
 : -9	-0.1	105	-5	0	0	2	-15	1	2
N/C(=N\OC(=O)CCC1CCCC1)c1ccc(Br)cc1
 : -3	1.7	104	-4	-2	-12	-14	-5	-8	-3

Next section
Order of values – PKA-R1A activ	OPRM1-OPRD1 ag	Pemphigus Ab inh	HTR5A ag ctr	V-ATPase pHluor	OPRM1-OPRD1 inv	Arr AP2 block	HTR5A inv ag	PKA-R2B act	DAGLB inhibitor
Cc1cccc(NS(=O)(=O)c2ccc(-n3cccn3)cc2)c1C
 : 4	5.4	102	-4	4	-27	8	15	-3	-2
O=C(NC1CCCC1)c1ccc(CS(=O)(=O)c2cccc(C(F)(F)F)c2)o1
 : 1	-1.2	101	8	0	6	0	-19	-7	-1
CCOC(=O)c1c(/N=C/C2=C(O)CCCC2=O)sc(C)c1C
 : -8	1.6	94	-1	0	-11	1	-6	1	-1
CCOC(=O)/C=C1\SCC(=O)N1CC(=O)NC(C)c1ccc(F)cc1 (configuration not stated)
 : 5	0.1	121	3	-1	0	-9	-8	-5	0
COc1ccc([N+](=O)[O-])cc1N(CC(O)CN(C)C)S(=O)(=O)c1ccccc1 (configuration not stated)
 : 7	-0.5	112	2	3	3	-1	-20	-4	0
CCOC(=O)c1ccc(Nc2cnc3ccccc3n2)cc1
 : -6	2.6	106	2	-3	-12	-1	-5	-3	-2
O=C(COc1ccc(Br)cc1Cl)NC1CCN(Cc2ccccc2)CC1
 : 9	3.8	101	5	-1	-21	-5	-8	10	-3
CSc1ccccc1NC(=O)CN(C)C(=O)c1c(C)nn(Cc2ccccc2)c1C
 : 4	-3.9	95	2	-4	15	24	-4	8	-1
COc1cc(=O)n(C)c2cc(N(C)C)ccc12
 : -4	-0.8	110	1	-5	5	1	-1	-11	-1
O=C(CNC(c1ccccc1)c1ccccc1)Nc1ccccc1F
 : -6	5.1	nt	11	-5	-33	8	-32	1	-7

Four of these compounds in another layout.
> COc1ccc([N+](=O)[O-])cc1N(CC(O)CN(C)C)S(=O)(=O)c1ccccc1 (configuration not stated)
  PKA-R1A activ = 7	OPRM1-OPRD1 ag = -0.5	Pemphigus Ab inh = 112	HTR5A ag ctr = 2	V-ATPase pHluor = 3	OPRM1-OPRD1 inv = 3	Arr AP2 block = -1	HTR5A inv ag = -20	PKA-R2B act = -4	DAGLB inhibitor = 0
> CCOC(=O)c1ccc(Nc2cnc3ccccc3n2)cc1
  PKA-R1A activ = -6	OPRM1-OPRD1 ag = 2.6	Pemphigus Ab inh = 106	HTR5A ag ctr = 2	V-ATPase pHluor = -3	OPRM1-OPRD1 inv = -12	Arr AP2 block = -1	HTR5A inv ag = -5	PKA-R2B act = -3	DAGLB inhibitor = -2
> O=C(COc1ccc(Br)cc1Cl)NC1CCN(Cc2ccccc2)CC1
  PKA-R1A activ = 9	OPRM1-OPRD1 ag = 3.8	Pemphigus Ab inh = 101	HTR5A ag ctr = 5	V-ATPase pHluor = -1	OPRM1-OPRD1 inv = -21	Arr AP2 block = -5	HTR5A inv ag = -8	PKA-R2B act = 10	DAGLB inhibitor = -3
> CSc1ccccc1NC(=O)CN(C)C(=O)c1c(C)nn(Cc2ccccc2)c1C
  PKA-R1A activ = 4	OPRM1-OPRD1 ag = -3.9	Pemphigus Ab inh = 95	HTR5A ag ctr = 2	V-ATPase pHluor = -4	OPRM1-OPRD1 inv = 15	Arr AP2 block = 24	HTR5A inv ag = -4	PKA-R2B act = 8	DAGLB inhibitor = -1

Continuation:
canonical_smiles	PKA-R1A activ	OPRM1-OPRD1 ag	Pemphigus Ab inh	HTR5A ag ctr	V-ATPase pHluor	OPRM1-OPRD1 inv	Arr AP2 block	HTR5A inv ag	PKA-R2B act	DAGLB inhibitor
O=c1[nH]c(/C=C/c2ccccc2Cl)nc2ccccc12	-8	-2.0	93	3	3	11	16	-13	-6	-1
COc1cccc(C(=O)NN2C(=O)C3C4C=CC(O4)C3C2=O)c1 (configuration not stated)	-6	-1.1	108	-6	-4	6	52	10	-13	0
COc1ccccc1N1CCc2c(C)nc3c(OC)cccc3c21	-3	-0.6	97	-1	2	3	4	2	-3	-1
COc1cc(CCCN2CCNC[C@@H]2C(C)O)cc(OC)c1OC (some centres not stated)	-6	-3.3	109	-3	1	18	5	7	-2	1
COc1ccc(C)cc1NC(=O)CCCN1C(=O)CCC1=O	4	1.1	105	3	0	-5	13	17	-6	-4
COc1ccc(NC(=O)CSc2nccn2Cc2ccccc2)c(OC)c1	2	-1.2	nt	-3	4	7	10	8	11	1
CN(C(=S)NC(=O)c1ccc(Br)o1)c1ccccc1	4	-0.4	94	6	1	2	14	11	-14	-1
COC1=CC(=O)C(O)=C(CCCCCCC/C=C/CCCCCCCC2=C(O)C(=O)C=C(OC)C2=O)C1=O	-12	-3.2	83	-2	1	16	-1	0	-4	24
CCCn1c(CN2CCN(C(=O)OCC)CC2)nc2cc(NC(C)=O)ccc21	7	-1.1	101	4	-3	5	2	-17	-8	0
COc1ccc(-c2sc3ccccc3c2/C=C/c2ccc(OC)c(OC)c2)cc1	3	-0.6	103	9	2	4	24	-24	-2	-12
CC(C)(C)c1cnnn1-c1ccc(C=O)cc1	8	-0.8	102	-6	-1	4	11	-15	9	0
Cc1ccc2c(c1)c(-c1ccccc1)nc1nnnn12	1	0.9	98	-4	-2	-5	-4	10	-3	2
CCOC(=O)N1CCC(NC(=O)CCc2nc(-c3ccccc3F)no2)CC1	4	-4.1	97	7	3	19	-1	-17	-1	0
Cc1cccc(NC(=O)CN2CCN(C(=O)C(C)Oc3ccc(C#N)cc3)CC2)c1C (configuration not stated)	-1	-2.3	99	0	0	9	-17	0	-3	1
O=c1[nH]c(Cc2ccc(Cl)cc2)nc2ccccc12	12	1.3	90	-1	-6	-9	15	4	4	1
Cc1[nH]c2ccc(F)cc2c1CCN(Cc1ccco1)C(=S)NC(C)(C)C	4	2.0	107	-3	4	-10	-1	-22	-6	1
COc1ccccc1N1CCN(C(=O)c2c(-c3ccccc3)noc2C)CC1	-8	-2.4	99	0	0	14	7	-13	-1	0
Cc1ccc(NC(=S)N2CCc3[nH]c4ccccc4c3C2)cc1	-8	-0.5	106	-4	1	2	3	0	0	-4
CCOC(=O)/C(=C/Nc1ccc(F)cc1)[N+](=O)[O-]	-7	-1.4	111	-3	-3	7	37	-1	6	-3
CCOC(=O)C1=C(O)C(=O)NC(c2ccccc2)=C(OC2CCCCC2)C1	-5	3.2	98	10	3	-19	-3	-28	0	5
CCOCCCNC(=O)Cc1ccc(-n2c(CC)nc3cccnc32)cc1	-5	-2.6	103	7	-1	12	-12	-27	-7	-1
CC(C)CN1C(=O)c2ccc(C(=O)Nc3ccccn3)cc2C1=O	-6	-2.4	nt	1	1	12	9	-2	-2	-2
O=C(COC(=O)C12CC3CC(CC(O)(C3)C1)C2)Nc1ccc(Br)cc1F	-3	-3.4	106	3	1	13	-9	15	-11	-4
CC(=O)Nc1ccc(Nc2ncnc3c2nnn3Cc2ccccc2Cl)cc1	-4	-0.5	98	5	-5	3	13	-20	1	-3
CC(=O)c1c(OCC(=O)N(C)C2CCCCC2)ccc2c(C)cc(=O)oc12	-3	-1.9	99	5	0	8	-9	-11	-12	-3
O=C(N=C1SC2CS(=O)(=O)CC2N1Cc1ccc(F)cc1)C1CC1 (configuration not stated)	4	-0.5	103	-1	2	2	-13	0	16	1
O=C(COc1ccc(S(=O)(=O)N2CCCCC2)cc1)NC1CCCCC1	-11	-3.8	107	-2	2	17	-4	5	-2	-1
CC(C)OC(=O)c1cc2c(=O)[nH]c(C(Cl)(Cl)Cl)nc2o1	-1	0.2	110	1	-4	-1	9	-19	-11	6
Nn1cnc2c(c1=O)C1(CCCCC1)Cc1ccccc1-2	-11	4.7	112	-1	-4	-25	7	29	-10	1
O=S(=O)(Nc1nc2ccc(S(=O)(=O)N3CCCC3)cc2s1)c1ccc(F)cc1	-20	-1.8	nt	0	7	10	-1	2	5	4

Later entries.
canonical_smiles	PKA-R1A activ	OPRM1-OPRD1 ag	Pemphigus Ab inh	HTR5A ag ctr	V-ATPase pHluor	OPRM1-OPRD1 inv	Arr AP2 block	HTR5A inv ag	PKA-R2B act	DAGLB inhibitor
COc1cc2ccccc2cc1C(=O)Nc1ccccc1C	-4	7.9	96	7	-2	-37	3	-25	8	-12
CCc1ccc(NC(=O)COn2nnc3ccc(S(=O)(=O)N(C)C)cc32)cc1	-7	-1.9	112	0	4	10	-7	-5	-15	-5
Cc1ncsc1CCOC(=O)c1ccccc1	2	-1.4	84	-9	-1	9	19	22	-7	-3
Cc1ccc(C2c3[nH]c4ccccc4c3C[C@H]3C(=O)N(c4ccccc4C(=O)N4CCC[C@H]4C(=O)O)C(=O)N23)cc1 (some centres not stated)	7	-2.9	nt	0	-1	15	3	-1	-9	0
COc1ccc(C(=O)C2CCCN(C(=O)c3ccoc3C)C2)cc1F (configuration not stated)	-6	-2.1	106	5	-1	11	7	-15	-10	0
O=C(Nc1ccccc1F)c1oc2ccccc2c1NC(=O)C1CC1	-4	3.4	108	7	-1	-18	6	-22	-9	-4

Screening data: PubChem BioAssay, several laboratories
